Screens deposited in PubChem by National Center for Advancing Translational Sciences (NCATS).
FLuc modulator = firefly luciferase modulation, counter-screen for miR-21 project; P08659; purified FLuc, Km substrates, luminescence inhibition; Potency, µM (top dose mostly 57.5 µM), inactives show at the highest dose activity change, negative = inhibition, most hits filed as inhibitors; 6.9% of 360,000 active;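 further: potency means the concentration at half of the fitted maximal effect; plate controls were vehicle for no effect and reference inhibitor for full effect; nearly all actives have a fitted effect of over 55% in size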
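Purified P. pyralis luciferase, 10 nM final, with Km-level 10 uM D-luciferin and 10 uM ATP in 50 mM Tris acetate pH 7.5, 10 mM Mg acetate, 0.01% Tween-20, 0.05% BSA; 6-point qHTS titration about 60 µM downward; luminescence read.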
Tb PFK block = blocks T. brucei phosphofructokinase; AID 485367; Potency, µM (top dose mostly 57.5 µM), inactives show at the top dose activity, negative = inhibition, usual class: inhibitors; 0.17% of 330,000 active; O15648; T. brucei PFK, ADP-Glo luminescence;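 further: potency means the concentration at half of the fitted maximal effect; 0% = uninhibited 1x PFK enzyme wells and -100% = no-enzyme wells; nearly all actives have a fitted effect of over 60% in size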
Target sequence (O15648 whole entry, looked up): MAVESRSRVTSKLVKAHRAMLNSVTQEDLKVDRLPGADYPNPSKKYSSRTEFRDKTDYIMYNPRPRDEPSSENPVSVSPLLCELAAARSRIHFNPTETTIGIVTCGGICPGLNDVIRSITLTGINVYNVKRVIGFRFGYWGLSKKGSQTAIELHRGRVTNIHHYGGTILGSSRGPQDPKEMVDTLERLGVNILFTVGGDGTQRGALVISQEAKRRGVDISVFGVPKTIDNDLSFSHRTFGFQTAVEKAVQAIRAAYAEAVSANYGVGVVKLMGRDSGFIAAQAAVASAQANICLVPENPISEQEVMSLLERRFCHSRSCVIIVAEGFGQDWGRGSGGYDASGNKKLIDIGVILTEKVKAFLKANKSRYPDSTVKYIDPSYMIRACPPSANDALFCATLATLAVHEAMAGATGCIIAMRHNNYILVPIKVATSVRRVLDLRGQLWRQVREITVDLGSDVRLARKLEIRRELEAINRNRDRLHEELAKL
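PFK 1.25 nM, F6P 0.5 mM, ATP 0.1 mM, 0.1 M TEA pH 8.0, 5 mM MgCl2, 0.01% Tween20, 0.1% BSA; 45 min RT. ADP-Glo readout. qHTS titration up to 57 uM; curves fitted, compounds curve-classed.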
RORg inh = ROR gamma (mouse) transcription inhibition | P51450 | Drosophila S2 Gal4-RORgamma UAS-luciferase reporter, 20 h | Potency, µM (top dose mostly 53.6 µM), inactives show top-dose activity change, negative = inhibition, hits mostly inhibitors | 5.4% of 310,000 active; further: potency means the concentration at half of the fitted maximal effect; on the % scale 0 is the no-effect control and ±100 the full control effect; nearly all actives have a fitted effect of over 60% in size
Target sequence (P51450 whole entry, looked up, the tested form may be a part): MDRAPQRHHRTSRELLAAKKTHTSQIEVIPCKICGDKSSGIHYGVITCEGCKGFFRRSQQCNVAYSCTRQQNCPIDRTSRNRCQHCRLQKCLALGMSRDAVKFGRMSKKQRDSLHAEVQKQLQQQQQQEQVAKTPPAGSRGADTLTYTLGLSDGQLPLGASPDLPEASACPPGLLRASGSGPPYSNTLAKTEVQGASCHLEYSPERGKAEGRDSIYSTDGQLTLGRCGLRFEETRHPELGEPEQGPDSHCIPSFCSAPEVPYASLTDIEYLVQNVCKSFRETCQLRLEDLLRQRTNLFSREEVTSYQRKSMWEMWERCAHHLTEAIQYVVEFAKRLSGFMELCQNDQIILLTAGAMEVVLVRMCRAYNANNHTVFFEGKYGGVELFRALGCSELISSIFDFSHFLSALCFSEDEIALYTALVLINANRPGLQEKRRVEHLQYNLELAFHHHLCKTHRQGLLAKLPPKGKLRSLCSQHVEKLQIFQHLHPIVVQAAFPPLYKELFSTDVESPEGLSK
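Luciferase reporter read in Schneider cells carrying Gal4-RORγ (mouse) and UAS-Photinus luciferase; cells given compound 1 h before 700 uM copper sulfate induction, then incubated 20 h at ambient temperature.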
Giardia kill = Giardia lamblia killing | Giardia lamblia trophozoite viability | activity change, % at 7.66 µM, hits read low | 0.15% of 340,000 active | AID 540267; in the data active means activity change below about -80%; inconclusive means between about -30% and that limit;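 further: parasites exposed to compound for two days anaerobically before the ATP read; on the % scale 0 is the no-effect control and ±100 the full control effect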
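Viability, read as ATP luminescence: trophozoites at 100 cells/well, compound added, 48 hrs anaerobic at 37 deg C, then 15-30 min room-temperature development before reading.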
uPA generation = inhibitors of cell surface uPA generation. cell surface uPA generation assay, qHTS. Potency, µM (series often up to 38.3 µM), inactives show top-dose activity change, negative = inhibition, actives largely listed as inhibitors. 0.31% of 330,000 active. AID 540303; active means well fitted inhibition curve with a large enough effect; inconclusive means small, poorly fitted or top-dose-only effect; inactive means no such curve, though single readings can be large or run the other way; tested in mouse RAW 264.7 cells; further: potency means the concentration at half of the fitted maximal effect; on the % scale 0 is the no-effect control and ±100 the full control effect; nearly all actives have a fitted effect of over 55% in size
Rab9 prom act = activates the Rab9 promoter; Huh7 Rab9 promoter-luciferase reporter, luminescence, 24 h; Potency, µM (highest dose often 9.22 µM), inactives show at the highest dose activation, negative = inhibition, hits mostly activators; 2.8% of 320,000 active; further: potency means the concentration at half of the fitted maximal effect; % of control where 0% means no effect; nearly all actives have a fitted effect of over 60% in size
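Measured in stably transfected Huh7 cells bearing a Rab9 promoter–luciferase construct: 24 h compound treatment at 37 °C, followed by luminescence detection.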
ELG1 genotox = induces genotoxicity in HEK293T cells with luciferase-tagged ELG1; Potency, µM (titrated, usually from 46 µM), without a hit: at the highest dose activity change, positive = activation, usual class: activators; HEK293T ELG1-luciferase reporter, luminescence, 16 h; 1.3% of 330,000 active; AID 504466; further: potency means the concentration at half of the fitted maximal effect; % of control where 0% means no effect; nearly all actives have a fitted effect of over 60% in size
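16 hr compound incubation (37 °C, 5% CO2) of HEK293T cells carrying luciferase-tagged ELG1; luciferase then measured by ONE-Glo luminescence after 30 min at RT.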
VP16 counter = Gal4-VP16 reporter inhibition counter-screen | Drosophila S2 Gal4-VP16 UAS-luciferase, luminescence, 20 h | Potency, µM (series often up to 53.6 µM), inactives show at the highest dose activity, negative = inhibition, most hits filed as inhibitors | 3.5% of 310,000 active | AID 2546;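 further: Gal4-VP16 expression switched on by copper sulfate through the metallothionein promoter; potency means the concentration at half of the fitted maximal effect; on the % scale 0 is the no-effect control and ±100 the full control effect; nearly all actives have a fitted effect of over 50% in size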
KCNH2 3.1 block = inhibitors of human KCNH2 3.1 potassium channel isoform. activity change, % (tested at about 1.8 µM). U2OS KCNH2 3.1, thallium flux FluxOr; stronger effect = lower value. AID 720553. 0.95% of 340,000 active;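 active means maximum activity change below -70%; inconclusive means maximum activity change from -70% to -50%; inactive means maximum activity change above -50%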;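 further: thallium influx rate constant from kinetic fluorescence after stimulation buffer; on the % scale 0 is the no-effect control and ±100 the full control effect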
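Measured as rate of thallium-driven FluxOr signal in transduced U2OS cells carrying the 3.1 channel, read kinetically for 2 min upon stimulation; values are rate constants scaled to DMSO control wells.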
NPC1 promoter act = activates the NPC1 promoter; 2.4% of 320,000 active; Huh7 NPC1 promoter luciferase reporter, 24 h; Potency, µM (highest dose often 9.22 µM), for inactives: at the highest dose activation, actives largely listed as activators; AID 485313;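 further: potency means the concentration at half of the fitted maximal effect; % of control where 0% means no effect; nearly all actives have a fitted effect of over 60% in size; reporter is driven by a mutant NPC1 promoter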
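NPC1 promoter–luciferase Huh7 cells; 24 h compound; luminescence.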
FBPA coupling cs = inhibits coupling enzyme system, counter-screen for aldolase hits; coupling enzyme system counterscreen, AmpLite Red fluorescence; activity change, negative = inhibition, % at 58.2 µM, hits read low; 0.67% of 290,000 active; in the data active means activity change below about -30%; further: on the % scale 0 is the no-effect control and ±100 the full control effect
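Coupling enzymes only (glyceraldehyde-3-phosphate) + compound, at 57.5 uM final, 10 min RT; add substrate/coupling/AmpLite Red mix, 20 min RT; fluorescence ex 525/em 598 nm. Actives flag coupling-system interference.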
* = called active by the depositor; ? = inconclusive; / = no result given; & = joins results of further samples; [ ] = dose if it differs, or a comment. Unless noted, the call rests on the fitted dose curve; in most records, active means well fitted curve in the direction sought with a large enough effect; inconclusive means small, poorly fitted or top-dose-only effect, or another doubt; inactive means no such curve, though single readings can be large; an effect the other way counts as inactive or inconclusive.

canonical_smiles	FLuc modulator	Tb PFK block	RORg inh	Giardia kill	uPA generation	Rab9 prom act	ELG1 genotox	VP16 counter	KCNH2 3.1 block	NPC1 promoter act	FBPA coupling cs
O=C(c1cccnc1)N1CCC(Oc2ccc(C(=O)N3CCCC(O)C3)cc2)CC1 (stereo unspecified)	-2%	2%	9%	0	2%	-17%	0%	12%	-14	-1%	2
COc1ccc(/C=N/n2c(=O)[nH]c3c([nH]c4ccc(C)cc43)c2=O)cc1CN1CCOCC1	0%	10%	-31%	5	0%	1%	1%	-6%	-11	-1%	-2
O=C1CCN(Cc2ccccc2)C=C1c1cccc(O)c1	/	-8%	/	-17	-1%	/	0%	/	5	/	/
O=C1[C@@H]2C(c3ccc(F)cc3)=NO[C@@H]2C(=O)N1Cc1ccccc1	1%	0%	38%	-6	-1%	-3%	0%	-9%	3	-1%	-1
COc1cc(C(=O)N2c3ccccc3CC2C)cc(OC)c1OC (stereo unspecified)	1%	-4%	-4%	6	-11%	-6%	-3%	6%	-2	-8%	0
O=C1/C(=C/c2cccs2)Sc2ccccc21	1.1µM*	-11%	0%	-6	-21%	?	?	?	7	14%	-1
COC(=O)C1=C(C)N(c2ccccc2)C(=S)NC1c1ccccc1C(F)(F)F (stereo unspecified)	1%	-1%	3.2µM*	4	-14%	-3%	-4%	?	-2	-8%	-6
O=C1CN(C(=O)c2cc(Br)c(Br)s2)c2ccccc2N1	4%	-1%	22%	2	-7%	-6%	4%	11%	0	-9%	5
Cc1c(NC(=O)CN2C(=O)C(=O)c3ccccc32)c(=O)n(-c2ccccc2)n1C	1%	-5%	-10%	-16	3%	1%	0%	6%	-10	-3%	-9
O=c1[nH]c2ccccc2n1Cc1ccc(F)cc1	0%	-2%	30%	6	13%	-2%	-2%	5%	-3	-1%	-1
Cc1cc(C)cc(C(=O)OCC(=O)NCc2cccs2)c1	-11%	4%	?	4	1%	-7%	5%	5%	-6	0%	7
CCCCCSc1nnc(-c2cc(Br)ccc2N)c(=O)[nH]1	-16%	2%	32%	46[activator]	4%	5%	0%	-16%	19	-5%	6
COc1ccc(Cl)cc1NC(=O)CN(C1CCCCC1)S(C)(=O)=O	0%	8%	-27%	3	4%	5%	2%	3%	-12	-1%	-5
O=C(CSc1ncccn1)NCc1ccc(F)cc1	-4%	2%	1%	-8	/	20%	?	-1%	3	1%	-3
O=C(CSc1nnc(-c2ccncc2)n1Cc1ccco1)Nc1ccccc1F	-3%	-6%	15%	0	0%	-1%	2%	-12%	1	2%	4
CCCN(CC(=O)Nc1cccc(Br)c1)CC(=O)Nc1ccc(F)c(F)c1F	2%	8%	?	-2	1%	-7%	-2%	?	1	-2%	-11
CS(=O)(=O)c1ccc(-c2cccc(NC(=O)c3ccco3)c2)nn1	-1%	8%	/	0	3%	0%	1%	/	7	0%	/
Nc1ccccc1-c1nc2ccccc2s1	11µM*	2%	12%	4	0%	4µM*	?	-1%	-15	?	1
O=C(Nc1nnc(COc2ccc(Cl)cc2)s1)C1CCCO1 (stereo unspecified)	-6%	-3%	31%	6	2%	1%	-2%	10%	-6	4%	-2
Cc1ccc(S(=O)(=O)N2CCN(C(=O)c3ccccc3)C2)cc1[N+](=O)[O-]	-1%	4%	-11%	-5	8%	-8%	1%	8%	-1	-6%	0
O=C(NCc1n[nH]c(=S)n1-c1ccccc1)c1ccco1	2%	-1%	23%	3	/	0%	2%	5%	12	-5%	2
COc1ccc(CCNC(=O)C2CCCN2S(=O)(=O)c2cccc3nsnc23)cc1OC (stereo unspecified)	3%	1%	-14%	12	7%	-9%	0%	-2%	19	-6%	/
COc1ccc(C(=O)c2c3ccccc3[n+]([O-])n2CCC(N)=O)cc1	-9%	-10%	/	-22	0%	-1%	2%	/	8	-2%	/
O=C(O)CC(NC(=O)C12CC3CC(CC(C3)C1)C2)c1ccc(OC2CCCC2)cc1 (stereo unspecified)	?	-6%	6%	-18	2%	-4%	3%	-1%	0	0%	7
CCN(CC)S(=O)(=O)c1ccc(/C=C/C(=O)Nc2ccc(N3CCOCC3)cc2)cc1	-1%	1%	36%	18	-22%	-20%	-13%	1%	-3	-1%	0
Cc1cccc(OCc2nnc(SCC(=O)N(C(C)C)C(C)C)n2Cc2ccco2)c1C	0%	2%	-1%	21	/	-3%	-7%	-1%	-45	2%	0
CC(C)(C)OC(=O)N[C@H]1C=C[C@H](OC(=O)CC(=O)OCC(F)(F)F)C1	/	1%	/	8	8%	/	8%	/	2	/	/
CCN1C(=O)[C@H]2[C@@H](c3ccc(-c4ccc(F)cc4)cc3)N[C@@](C)(C(=O)OC)[C@H]2C1=O	/	0%	/	8	5%	/	-4%	/	-10	/	/
CSCCC(NC(=O)c1ccccc1Br)C(=O)NCC(c1ccco1)N1CCCCC1 (stereo unspecified)	2%	17%	/	2	-2%	-2%	2%	/	1	0%	/
CN(Cc1ccccc1)C(=O)CN1C(=O)NC(C)(c2ccc(C(C)(C)C)cc2)C1=O (stereo unspecified)	1%	1%	40%	11	-5%	0%	-10%	-8%	20	-1%	3
O=c1c(-c2ccccc2)coc2cc(O)ccc12	15µM*	-10%	28%	?	-14%	2.8µM*	?	3%	5	3.2µM*	5
Cc1cc(CC(C)C)n(-c2nc3ccccc3c(=O)n2OCc2ccccc2)n1	?	2%	1.6µM*	-8	2%	-6%	2%	?	11	16%	-1
C#CCOCCOCCOCCNc1nc(N2CCN(C(=O)[C@H]([C@@H](C)CC)n3cc([C@@H](N)Cc4ccc(O)cc4)nn3)CC2)nc(N2CCN(C(=O)[C@H](Cc3ccc(O)cc3)n3cc([C@@H](N)C(C)CC)nn3)CC2)n1 (stereo partly specified)	-2%	-2%	9%	-18	8%	0%	3%	-5%	11	-6%	2
Brc1cc(Cc2nnc(-c3ccccc3)o2)c(Br)s1	-6%	-3%	?	10	4%	-6%	-2%	-14%	-16	2%	2
Cc1ccc(CN2CCN(Cc3nc4ccccc4nc3C)CC2CCO)cc1 (stereo unspecified)	-1%	1%	-4%	-20	4%	-12%	-3%	3%	-30	1%	2
Cc1cc(C)c(NC(=O)CSc2nc3ccncc3[nH]2)c(C)c1	0%&5%	-2%	4%	20	3%	5%	-3%	-4%	-13	-6%	2
Nc1c(Cl)cc(C2=NCCn3nc4cc(C(F)(F)F)ccc4c32)cc1Cl	-1%	0%	/	3	0%	0%	-1%	/	-22	12%	/
O=C(NCc1ccc2c(c1)OCO2)C(=S)N1CCOCC1	5%	-3%	4%	10	-1%	-10%	-1%	26%	-11	-10%	0
CCCc1[nH]nc2c1C(c1ccc(O)cc1OCC)C(C#N)=C(N)O2 (stereo unspecified)	5%	1%	-18%	12	-6%	-2%	6%	-11%	-11	-6%	0
NS(=O)(=O)c1ccc(NC(=O)c2ccc(F)cc2F)c(NC(=O)c2ccc(F)cc2F)c1	0%	-1%	9%	-14	0%	-1%	3%	-6%	5	0%	-1
CCc1nc2oc3ccccc3c(=O)c2c(=O)n1Cc1ccc(OC)cc1	5%	-5%	11%	43[activator]	0%	-2%	1%	-9%	8	28%	1
CCCc1cc(=O)[nH]c(SCC(=O)Nc2ccc3ccccc3c2)n1	/	-4%	/	-5	14%	/	0%	/	16	/	/
CN(Cc1ccccc1)S(=O)(=O)c1ccc(N2CCOCC2)nc1	4%	2%	?	3	4%	-11%	-8%	4%	14	0%	-3
COc1ccc(S(=O)(=O)N2CCN(C(=O)c3ccco3)CC2)cc1OC	5%	5%	-6%	-11	/	4%	2%	10%	20	-3%	6
CC(Nc1ccc(Br)cn1)c1cc(Cl)ccc1O (stereo unspecified)	5%	-5%	-11%	2	-4%	-1%	7%	0%[0.365 µM]	-72*	0%	-5
COc1ccc(NC(=O)CSc2ncnc3c2nnn3-c2ccc(F)cc2)c(OC)c1	0%	1%	-1%	-1	1%	5%	3%	11%	6	3%	-1
O=C1NC[C@H](c2ccccc2)N(CCC23CC4CC(CC(C4)C2)C3)C1=O	3%	-2%	/	2	16%	0%	3%	/	17	-1%	/
O=C(CNc1ccccc1)N/N=C/c1ccc([N+](=O)[O-])cc1	7%	0%	38%	3	-6%	-2%	-1%	-6%	7	1%	2
COc1cccc2c(=O)n(CC(=O)Nc3ccc(F)cc3F)ccc12	-2%	-7%	-14%	-9	12%	0%	11%	6%	13	-1%	-1
CCOC(=O)c1sc(NC(=O)CCCCCN2C(=O)c3cccc4cccc(c34)C2=O)nc1C	-1%	-3%	-17%	-6	6%	-1%	1%	-9%	16	-6%	2
